IL1B NFkB pot: enhancers of NFkB p65 translocation in HUVEC – imaging, IL-1B stimulus, high-content imaging, primary screen; HUVEC IL-1B NFkB p65 nuclear translocation imaging; activation, % at 2 µM; 0.3% of 94,000 active; AID 819, 2007;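 active = activation above 40%, about the mean plus 3 SD, also judged a hit on visual image review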;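 note: percent activation is computed from the nuclear over cytoplasmic p65 intensity ratio; values of inactives mirror those of a sister screen read the other way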
NFkB transloc inh: inhibitors of IL-1B driven NFkB p65 nuclear import, primary screen, imaging, HUVEC, IL-1B stimulus, high-content imaging. AID 796, 2007. inhibition, % at 2 µM. 0.43% of 94,000 active. HUVEC IL-1B NFkB p65 nuclear translocation imaging;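 active = inhibition above about 30% together with a positive call from visual inspection of the well image, limit read from the data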;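 note: nuclear over cytoplasmic p65 intensity ratio measured by imaging; 0% = IL-1B stimulated DMSO wells and 100% = unstimulated DMSO wells; values of inactives mirror those of a sister screen read the other way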
Bcl-B displacement: displacers of TR3 peptide from Bcl-B, primary screen, selectivity assay for Bfl-1 inhibitor project, biochemical, fluorescence polarization; 0.11% of 96,000 active; displacement, % at 20 µM, or IC50 in µM where a hit was titrated; FP displacement of FITC-TR3 peptide from Bcl-B; higher % means a stronger effect;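 active = displacement above 50% at 20 µM plus a fluorescence interference ratio under 1.5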;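 note: plate controls were wells without compound for no effect and wells lacking Bcl-B protein for full effect; a part of the inactive calls stands beside numbers as strong as those of hits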
MRP reversal: reversal of MRP1-mediated doxorubicin resistance, primary screen, H69AR cells, doxorubicin co-treatment; H69AR cells + 2 uM doxorubicin, CellTiter-Glo, 72 h; differential viability (reversal), % at 10 µM; 0.04% of 85,000 active; AID 602, 2007;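 active = viability drop by adding the cancer drug above about 55%, with treated viability meeting a 40% cutoff, limit read from the data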;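 note: viability without doxorubicin minus viability with 2 µM doxorubicin for each compound; larger differential means the compound sensitizes cells more to doxorubicin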
PLAP inhibitors HTS: PLAP enzyme inhibitors, biochemical, luminescence, HTS (AID 690); Alkaline phosphatase, placental type (Homo sapiens); purified PLAP, luminescent substrate; higher % means a stronger effect; one-dose inhibition, % at 20 µM; IC50 in µM for titrated hits; 0.08% of 96,000 active; in the data active = a potency from the dose series; inactive = the rest, 99 in 100 with inhibition below about 30%; note: strong numbers were not always called active
MRP reversal cytotoxicity: also measured in MRP reversal; calls as there; viability, %; H69AR cells, CellTiter-Glo, 72 h; measured here: cytotoxicity without doxorubicin
MRP reversal with doxorubicin: further read-out of MRP reversal, marked with its call; viability, %; measured here: viability with 2 uM doxorubicin; stronger effect = lower value
NFkB transloc inh cell count 2 µM: further read-out of NFkB transloc inh, marked with its call; cell count; measured here: cells passing quality filter;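 raw number of nuclei counted in each imaged well without normalization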
IL1B NFkB pot cell count 2 µM: second read-out of IL1B NFkB pot, no call of its own (marks repeat the call); cell count; measured here: cells passing quality filter
Active calls of the source: *; nt = no result given.

Compound	IL1B NFkB pot	IL1B NFkB pot cell count 2 µM	NFkB transloc inh	NFkB transloc inh cell count 2 µM	Bcl-B displacement	MRP reversal	MRP reversal cytotoxicity	MRP reversal with doxorubicin	PLAP inhibitors HTS
CCCc1nc(N2CCCC2)c(C#N)c2c1CCCC2	6	110	-6	110	-8%	-23	85	109	4%
CCOC(=O)c1ccc(CNC(=O)c2n[nH]c(=O)c3ccccc23)o1	-5	168	5	168	-6%	11	85	74	-8%
CC(C)OC(=O)Nc1ccc(Oc2c(F)c(F)c(F)c(F)c2F)cc1	nt	nt	nt	nt	-16%	9	93	83	21%
Cc1noc(C)c1CSc1nnc2cc(C)c3ccccc3n12	nt	nt	nt	nt	-3%	4	81	77	-1%
Cc1ccc(NC(=O)Cc2nnc(SCC(=O)c3ccc(Br)cc3)n2C)cc1	9	55	-9	55	-15%	4	100	96	24%
Cc1ccc2c(c1)cc(CN(Cc1ccc3c(c1)OCO3)C(=O)c1cnccn1)c1nnnn12	11	184	-11	184	2%	-18	58	76	-53%
O=C(Cn1nc(Cc2cccnc2)c2ccccc2c1=O)NCC1CCCO1 (configuration not stated)	11	74	-11	74	2%	11	95	84	0%
CCOC(=O)CCCCC(=O)c1[nH]c(=O)[nH]c1Cn1ccnc1	23	67	-23	67	-6%	4	82	78	-22%
O=c1oc2ccccc2c(O)c1CN1CCCCC1	nt	nt	nt	nt	-1%	-7	101	109	11%
CC1CCN(S(=O)(=O)c2ccc3c(c2)c(=O)c(C(=O)NC2CCCC2)cn3C)CC1	-2	91	2	91	-6%	-1	84	85	16%
CC(C)(C)C1CCC2(CC1)C(C#N)=C(SCC(=O)Nc1ccccc1)NC(=O)C2C#N (configuration not stated)	nt	nt	nt	nt	-4%	-3	94	96	-64%
CCOC(=O)/C(C#N)=C1/C=CN(c2ccc(C)cc2)C=N1	nt	nt	nt	nt	-8%	-2	72	74	17%
Cc1cc(C)n2nc(SCC(=O)N/N=C/c3ccccc3F)nc2n1	-3	164	3	164	6%	nt	nt	nt	1%
CCCN(CC1CC1)S(=O)(=O)c1ccc(-n2cnnn2)c(OC)c1	11	164	-11	164	3%	-9	73	82	-34%
Cc1onc(-c2c(F)cccc2Cl)c1C(=O)NC1CCSC1=O (configuration not stated)	3	166	-3	166	-3%	2	86	83	-112%
COc1cc(C(=O)NC2CCN(Cc3nnnn3Cc3cccs3)CC2)cc(OC)c1OC	14	142	-14	142	-3%	-4	86	89	-83%
O=C1CC(N2CCN(Cc3ccc4c(c3)OCO4)CC2)C(=O)N1Cc1ccc(N2CCCC2=O)cc1 (configuration not stated)	2	109	-2	109	-11%	nt	nt	nt	-21%
c1ccc(C2CC3CC(c4ccccc4)N2O3)cc1 (configuration not stated)	3	112	-3	112	nt	12	106	95	nt
CC(C)(C)c1ccc(OCCCC(=O)NC2=NCCS2)cc1	6	161	-6	161	-5%	nt	nt	nt	-13%
COc1cccc(NC(=O)COC(=O)c2ccc(S(=O)(=O)NCc3ccco3)cc2)c1	-9	133	9	133	35%	nt	nt	nt	0%

Compound	IL1B NFkB pot	IL1B NFkB pot cell count 2 µM	NFkB transloc inh	NFkB transloc inh cell count 2 µM	Bcl-B displacement	MRP reversal	MRP reversal cytotoxicity	MRP reversal with doxorubicin	PLAP inhibitors HTS
O=C1c2ccccc2S(=O)(=O)N1CC(O)COc1ccc(Cl)cc1 (configuration not stated)	nt	nt	nt	nt	4%	39	100	61	-5%
CCc1nn(C(C)C(=O)Nc2cccc(C)c2C)c(=O)c2cc3occc3n12 (configuration not stated)	nt	nt	nt	nt	-4%	nt	nt	nt	-2%
O=C(c1cc(-c2ccncc2)nc2ccc(Br)cc12)N1CCN(c2ccccn2)CC1	8	170	-8	170	-3%	8	22	14	0%
Cc1csc(NC(=O)CSc2nnc(-c3ccncc3)n2C)n1	-4	102	4	102	6%	22	110	88	-1%
COC(=O)COc1ccc(S(=O)(=O)Nc2ccc(C(N)=O)cc2)cc1	-4	108	4	108	4%	-10	90	100	-1%
COc1ccccc1N1CCN(C(=O)c2ccc(S(=O)(=O)N3CCCCCC3)cc2)CC1	22	117	-22	117	-9%	-5	89	94	-61%
CC(C)Cc1nnc(NC(=O)CCC(=O)N2CCN(c3ccccn3)CC2)s1	-1	154	1	154	-5%	8	100	92	-32%
Cc1ccccc1NC(=O)c1cccc(N2C(=O)C3C4CCC(C4)C3C2=O)c1 (configuration not stated)	8	158	-8	158	3%	nt	nt	nt	18%
CCOc1ccccc1C1C(C#N)=C(N)Nc2onc(-c3ccccc3)c21 (configuration not stated)	-8	79	8	79	-10%	15	84	69	-4%
CCN(CC)S(=O)(=O)c1ccc(Cl)c(C(=O)NC2CCCC2)c1	28	147	-28	147	6%	14	102	88	0%
CCSc1nc2ccccc2n1CC(=O)N1CCCCC1	-8	179	8	179	3%	10	78	68	7%
Fc1cccc(NC(=S)N2CCCCC2)c1	11	144	-11	144	4%	nt	nt	nt	3%
Cc1cccc(NS(=O)(=O)c2ccc(C3CCCCC3)cc2)c1	7	181	-7	181	-11%	nt	nt	nt	-10%
O=CNCC(=O)NC1CCCCCC1	-9	114	9	114	5%	-82	88	169	-7%
CCn1c(SCCOc2ccc(OC)cc2)nnc1C(CO)NC(=O)c1ccc(OC)cc1 (configuration not stated)	2	78	-2	78	-2%	13	74	61	-44%
Cc1nc2ccccc2n2c(O)c(CC(=O)O)cc12	nt	nt	nt	nt	84%	-16	95	110	2%
O=C1c2ccccc2C(=O)N1CCCCn1c(=O)oc2ccccc21	7	181	-7	181	-4%	1	103	102	23%
COc1cccc(CC(C(=O)Nc2cc(C)ccc2C)c2nn[nH]n2)c1OC (configuration not stated)	0	154	0	154	-1%	-18	82	100	-11%
CCCCNC(=O)OC1CCS(=O)(=O)C1 (configuration not stated)	-10	177	10	177	5%	-9	97	105	-4%
Cn1cc(SCC(=O)N2CCN(c3ccccc3)CC2)c2ccccc21	7	72	-7	72	0%	10	76	66	-52%

Compound	IL1B NFkB pot	IL1B NFkB pot cell count 2 µM	NFkB transloc inh	NFkB transloc inh cell count 2 µM	Bcl-B displacement	MRP reversal	MRP reversal cytotoxicity	MRP reversal with doxorubicin	PLAP inhibitors HTS
CN(C)S(=O)(=O)c1ccc(C(=O)Nc2ccc(OCC(=O)N3CCOCC3)cc2)cc1	4	187	-4	187	-1%	1	92	91	-4%
O=C(Nc1nc2c(Cl)cccc2s1)c1ccc(Br)o1	13	199	-13	199	-1%	7	107	99	-24%
Cc1ccc(-c2cc(C(=O)NCc3ccccn3)c3ccccc3n2)cc1	-6	153	6	153	0%	nt	nt	nt	-16%
O=c1c2c(nc3nc(SCc4ccccc4)[nH]n13)CCC2	-2	77	2	77	1%	-3	84	87	14%
Brc1ccccc1-c1nnc(COc2ncnc3c2cnn3-c2ccccc2)o1	nt	nt	nt	nt	0%	nt	nt	nt	13%
CN(C)S(=O)(=O)c1cccc(C(=O)C2=C3SC=C(c4ccccc4)N3CC2)c1	-5	169	5	169	0%	2	81	79	-11%
COc1ccc(NC(=S)NC(NC(=O)c2cccc3ccccc23)C(Cl)(Cl)Cl)c([N+](=O)[O-])c1 (configuration not stated)	nt	nt	nt	nt	-3%	13	47	34	-21%
CC(C)CC(=O)NC(=S)Nc1cccc(NC(=O)c2ccccc2Cl)c1	10	159	-10	159	3%	nt	nt	nt	-1%
CC(C)C(NS(=O)(=O)c1ccc(Br)s1)C(=O)O (configuration not stated)	7	140	-7	140	-2%	3	96	93	-10%
CC(C)NC(=O)Cn1nnc(-c2ccc(Cl)cc2)n1	25	146	-25	146	-10%	nt	nt	nt	1%
CCOCCCNC(=O)CN1CCN(c2ccc(F)cc2)CC1	-18	155	18	155	-4%	15	99	83	-6%
C=CCC1(O)C(=O)N2C(=C1C(=O)OCC)c1ccc3ccccc3c1CC2(C)C (configuration not stated)	0	165	0	165	-4%	nt	nt	nt	-17%
COc1c(Cl)cc(Cl)cc1C(=O)Nc1ccc(NC(=O)c2cccs2)cc1	4	134	-4	134	-11%	nt	nt	nt	0%
COc1ccc(S(=O)(=O)Nc2ccc(NC(C)=O)cc2)cc1OC	23	138	-23	138	5%	-4	100	105	9%
COc1ccc(/C=C2\NC(=S)N(CC3CCCO3)C2=O)c(OC)c1C (configuration not stated)	14	187	-14	187	-10%	nt	nt	nt	-9%
Cc1ccc(OCc2nnc(SCC(=O)c3cccs3)n2-c2ccccc2)cc1C	2	148	-2	148	0%	9	82	73	-3%
CCN1CCN(C(C(=O)NC2CCCCC2)c2ccc(Cl)cc2)CC1 (configuration not stated)	18	172	-18	172	-8%	3	88	85	-67%
COc1ccc(NC(=O)Nc2cccs2)cc1OC	9	188	-9	188	-3%	-3	100	103	16%
CCN(CC)C(=O)c1ccc(C(=O)c2c(C)cc(C)cc2C)cc1	5	173	-5	173	0%	-16	82	98	-62%
Cc1cc(N2CCN(c3ccccc3)CC2)nc(-n2nc(C)cc2C)n1	23	139	-23	139	0%	0	9	10	-38%

The last 2 entries of the part above lead into the next:
Compound	IL1B NFkB pot	IL1B NFkB pot cell count 2 µM	NFkB transloc inh	NFkB transloc inh cell count 2 µM	Bcl-B displacement	MRP reversal	MRP reversal cytotoxicity	MRP reversal with doxorubicin	PLAP inhibitors HTS
CCN(CC)C(=O)c1ccc(C(=O)c2c(C)cc(C)cc2C)cc1	5	173	-5	173	0%	-16	82	98	-62%
Cc1cc(N2CCN(c3ccccc3)CC2)nc(-n2nc(C)cc2C)n1	23	139	-23	139	0%	0	9	10	-38%
N#Cc1c(N2CCN(C(=O)c3ccco3)CC2)nc(-c2ccccc2)c2c1CCCC2	-6	74	6	74	0%	-14	42	56	-51%
COC(=O)c1ccc(CSc2nc3c(cnn3-c3ccccc3)c(=O)[nH]2)o1	-14	94	14	94	nt	11	86	75	nt
CN(Cc1nc(-c2ccccn2)no1)S(=O)(=O)c1ccc(Br)cc1	16	119	-16	119	2%	-1	95	96	12%
Cc1cc2c(cc(C(=O)NCCCN3CCOCC3)n2Cc2ccc(Cl)cc2)o1	nt	nt	nt	nt	-2%	9	83	74	-62%
CC(OC(=O)CCCOc1ccccc1)C(=O)NC(N)=O (configuration not stated)	-2	165	2	165	5%	nt	nt	nt	-16%
CCOc1ccccc1-c1nnc(SCC(=O)Nc2ccccc2)o1	15	137	-14	137	-15%	-10	87	97	4%
[O-][n+]1onc2c1C(N1CCOCC1)CCC2N1CCOCC1 (configuration not stated)	10	176	-10	176	-3%	nt	nt	nt	-20%
COc1ccc(C(=O)NCC2OCCc3ccccc32)c(O)c1 (configuration not stated)	-12	91	12	91	-5%	-6	89	95	5%
O=C(O)CCC(=O)NC1CCCCCCC1	3	152	-3	152	-10%	-19	92	110	1%
COc1cc(C)c(S(=O)(=O)N2CCOCC2)cc1C	6	96	-6	96	nt	16	95	79	nt
Cc1nc(-c2cccnc2)sc1C(N)=O	2	141	-2	141	4%	nt	nt	nt	18%
CCOC(=O)C1CCCCN1Cc1ccc(F)c(Br)c1 (configuration not stated)	12	133	-12	133	-2%	nt	nt	nt	-25%
CCCCCNc1nc(-c2ccccc2)cs1	22	77	-22	77	-2%	20	90	70	47%
COc1ccc(N=c2oc3c(OC)cccc3cc2C(=O)NCc2ccco2)cc1OC	nt	nt	nt	nt	-19%	-14	36	50	-10%
CC1CC(C)CN(CC(=O)Nc2ccc(S(N)(=O)=O)cc2)C1 (configuration not stated)	5	116	-5	116	-3%	2	97	95	-24%
Cc1cc(NS(=O)(=O)c2ccc(NC(=O)C(C)N3C(=O)c4ccccc4C3=O)cc2)nc(C)n1 (configuration not stated)	-1	88	1	88	4%	-5	113	118	9%
CCc1ccc(-c2csc3ncn(CC(=O)N4CCOCC4)c(=O)c23)cc1	1	44	-1	44	-23%	6	86	80	-40%
CCCC1=C(C(=O)OCC)C(c2ccc(O)cc2)n2ncnc2N1 (configuration not stated)	16	151	-16	151	-8%	6	85	79	3%
COCCCNC(=O)CCn1c(=O)c2ccccc2n(CC(=O)Nc2ccc(C)cc2C)c1=O	12	165	-12	165	-1%	46	94	48	15%

Screening results deposited in PubChem BioAssay by several laboratories.

Some of the compounds tested (hit frequency here may not be typical).
